AddAB inh: less growth of phage-infected E. coli with AddAB; E. coli expressing H. pylori AddAB, absorbance growth; inhibition, % at 11.9 µM; 0.29% of 330,000 active; AID 435030; in the data active = inhibition above about 12%;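 note: 0% = vehicle wells of infected cells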
Ecoli viability: reduces bacterial viability in AddAB counter-screen. inhibition, % at 11.9 µM. E. coli V3065 growth, OD600 absorbance, 18 h. AID 449728. 0.27% of 330,000 active;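 active = inhibition above the campaign's mean inhibition across all tested compounds plus 3 SD, cut at about 9.9% in these data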;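 note: uninfected addAB+ strain grown without phage in ampicillin broth; 0% = DMSO wells and 100% = ciprofloxacin 0.95 µg/ml wells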
SUMO Mot1 rescue: blocks SUMOylation pathway, rescuing yeast Mot1-301 growth; S. cerevisiae Mot1-301 growth rescue, ATP luminescence, 38.5C; percent above DMSO median, 100 means doubled; growth rescue, % at 18.8 µM; 1% of 320,000 active;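 active = every valid replicate shows activation above 250% relative to neutral control wells; inactive = the rest, any valid replicate at or below 250%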;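 note: OY570 slx delta 5 strain wells were the positive control but not used for scaling; some compounds called inactive have numbers as strong as hits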
PfHsp90 set2: growth inhibition of yeast expressing Plasmodium Hsp90 | S. cerevisiae expressing PfHsp90, BacTiter-Glo ATP, 48 h; yeast lacking PDR1 and PDR3 efflux regulators | inhibition, % at 9.4 µM | 0.32% of 310,000 active | AID 504621;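 active = every replicate shows inhibition above about 80%, whatever the replicate mean, limit read from the data; inconclusive = mean inhibition reaches the set limit but some replicate falls short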;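 note: 0% = DMSO neutral controls and 100% = 20 µM radicicol positive controls; yeast relying on Plasmodium falciparum Hsp90 in place of its own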
OPRM1-OPRD1 ag: OPRM1-OPRD1 heterodimerization agonism; P35372+P41143; cells, luminescence; activation, % at 9.3 µM; 0.3% of 340,000 active; AID 504326; in the data active = activation above about 18%;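 note: 0% = vehicle-treated cells and 100% = reference agonist; values of inactives mirror those of a sister screen read the other way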
Target sequence (P35372 whole entry, looked up): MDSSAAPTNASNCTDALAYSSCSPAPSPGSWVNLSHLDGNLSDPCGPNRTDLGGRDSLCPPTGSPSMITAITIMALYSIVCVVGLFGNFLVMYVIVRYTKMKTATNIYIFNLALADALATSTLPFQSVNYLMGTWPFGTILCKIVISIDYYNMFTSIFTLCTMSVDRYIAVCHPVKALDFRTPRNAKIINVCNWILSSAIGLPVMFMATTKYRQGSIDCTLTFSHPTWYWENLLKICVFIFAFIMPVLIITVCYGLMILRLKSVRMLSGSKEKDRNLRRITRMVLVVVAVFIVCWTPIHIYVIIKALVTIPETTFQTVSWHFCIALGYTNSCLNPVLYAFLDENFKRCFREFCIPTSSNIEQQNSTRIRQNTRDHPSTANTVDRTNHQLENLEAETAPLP
Target sequence (P41143 whole entry, looked up): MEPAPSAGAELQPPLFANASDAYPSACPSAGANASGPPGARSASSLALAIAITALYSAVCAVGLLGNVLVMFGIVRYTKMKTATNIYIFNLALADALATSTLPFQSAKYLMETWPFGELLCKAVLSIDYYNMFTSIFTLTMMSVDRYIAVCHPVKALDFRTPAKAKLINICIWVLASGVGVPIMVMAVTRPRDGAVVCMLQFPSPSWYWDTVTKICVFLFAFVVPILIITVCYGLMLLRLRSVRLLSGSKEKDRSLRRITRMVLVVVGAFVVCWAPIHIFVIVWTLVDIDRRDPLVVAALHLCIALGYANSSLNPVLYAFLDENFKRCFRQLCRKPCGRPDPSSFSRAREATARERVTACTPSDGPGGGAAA
DSG3 Ab inh: human desmoglein-3 autoantibody binding inhibition; binding (percent of control), % at 10 µM; P32926; 0.48% of 310,000 active; DSG3-coupled beads, scFv-anti-DSG3-GFP binding, flow cytometry; stronger effect = lower value; AID 588358;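 active = binding more than 3 SD below its plate's average and above zero; inconclusive = below that plate limit but binding exactly zero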;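 note: hits lower antibody fragment binding to DSG3; some compounds called inactive have numbers as strong as hits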
Arrestin-AP2 inh: blocks beta-arrestin peptide binding to AP2 adaptin; FITC-arrestin peptide / GST-AP2 beads, flow cytometry; AP2 beta2 appendage carries R879A mutation; inhibition, % at 10 µM; 0.31% of 340,000 active; AID 504490;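 active = inhibition above a set limit, near 3 SD of compounds lacking own fluorescence, cut at about 54% in these data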;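 note: plate controls were DMSO wells for no effect and 5 µM unlabelled arrestin peptide for full effect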
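Measured by: flow cytometry, FL1 (488/535 nm); Material: AP2 appendage R879A on GSH beads; Evaluation: percent response; Timing: pre-incubation 12 min, peptide binding 1 h, room temperature; Also added: 50 nM FITC-arrestin peptide; Medium: PBS with 0.05% Tween 20 and 0.1% BSA.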
Tat transport: inhibitors of E. coli Tat protein transport | 0.036% of 340,000 active | inhibition, % at 10 µM | AID 488895 | E. coli MC4100 TorA-mCherry Tat export, fluorescence;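 active = mean replicate inhibition at least 50% and at least half of replicates individually reaching 50%; inconclusive = only one of the two criteria met; inactive = neither criterion met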;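 note: exported cargo escapes ClpAP degradation while cytoplasmic cargo is degraded and loses fluorescence; 0% = median of neutral control wells and 100% = median of NaSCN control wells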
MOR-DOR inv ag: mu-delta opioid heterodimer inverse agonism; 0.21% of 340,000 active; inhibition, % at 9.3 µM; AID 504357; cell-based MOR-DOR heterodimer luminescence; in the data active = inhibition above about 22%, passing the limit was not always enough;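 note: 0% = cells with DMSO and 100% = wells without cells with DMSO; values of inactives mirror those of a sister screen read the other way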
phage Ecoli inh: E. coli growth loss with phage present. 0.26% of 360,000 active. growth absorbance. inhibition, % at 11.9 µM; in the data active = inhibition above about 11%
PKA-R1A activ: activates the PKA-R1A holoenzyme complex. P00514+P68181. PKA-R1A dissociation, Cy5-IP20 fluorescence polarization; scaled: DMSO 0%, 113 µM cGMP 100%. activation, % at 11.4 µM. 0.083% of 340,000 active. AID 504707;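 active = percent activation above the mean of all tested compounds plus 3 SD, cut at about 19% in these data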;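 note: higher means more PKAc released from R1A so a rise in polarization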
* marks the source's active call; other numbers are inactive results; ? = inconclusive; nt = not tested or not shown.

Values run as follows: AddAB inh	Ecoli viability	SUMO Mot1 rescue	PfHsp90 set2	OPRM1-OPRD1 ag	DSG3 Ab inh	Arrestin-AP2 inh	Tat transport	MOR-DOR inv ag	phage Ecoli inh	PKA-R1A activ
- CCn1c(C)c(C2=CCN(S(=O)(=O)c3ccccc3)CC2)c2ccccc21
→ 5.5	3.0	-4	-10	1.0	115	-4	-8	-5	1.8	5
- Cc1cccc(-c2onc3ccc(C(=O)/C=C/N(C)C)cc23)c1
→ -0.7	-1.9	4	?	2.4	93	21	-4	-12	-1.6	-14
- NC(=S)Cc1nc(-c2ccc(Cl)cc2)cs1
→ -1.2	-1.3	nt	-22	-2.0	102	6	4	10	1.1	-5
- O=C(N/N=C/c1cccnc1)c1ccc(NC(=O)c2ccc(F)cc2)cc1
→ 2.1	-0.9	45	3	0.4	103	15	3	-3	-3.7	-6
- Cc1nn(-c2ccccc2)c(Cl)c1/C=N/NC(=O)c1ccco1
→ 2.2	2.9	5	nt	-2.0	104	-3	1	10	1.7	2
- CSc1nc2ncc3c(n2n1)CC1c2ccccc2CCN1C3=O (centres undefined)
→ -0.3	-0.8	1	nt	-2.6	102	-6	-6	13	2.6	2
- Cc1c2c(=O)n(-c3nc4ccccc4s3)nc-2cc(O)n1Cc1ccccc1
→ nt	nt	nt	5	1.3	97	10	-6	-7	nt	-2
- O=C(Nc1ccc(N2CCCC2)c(Cl)c1)c1ccc([N+](=O)[O-])o1
→ nt	nt	nt	0	10	91	38	-22	-50	8.1	-2
- Cc1nnc(SCC(=O)N/N=C/c2cn(-c3ccccc3)nc2-c2ccccc2)n1-c1ccccc1
→ 2.5	-1.5	12	-1	1.0	nt	-10	-4	-4	2.1	-9
- COc1ccc(Cl)cc1NC(=O)CNc1ccccc1F
→ -0.6	1.7	1	-14	4.7	108	3	13	-26	4.5	0
- O=C(NC1CCCC1)C(c1cccnc1)N(Cc1ccccc1F)C(=O)c1csnn1 (centres undefined)
→ -0.3	0.6	123	-13	-2.6	99	11	-6	14	1.4	16
- CSc1ccc(S(=O)(=O)N(CC(=O)NN=C2CCN(C)CC2)c2ccc(C)cc2)cc1
→ 1.7	-1.4	-6	20	2.5	86	-6	-4	-18	3.2	-7
- O=C(Nc1nc(-c2cc3ccccc3oc2=O)cs1)c1ccc(Br)o1
→ 0.5	0.7	-5	2	-0.6	110	-7	5	3	0.1	-4
- C=CCNC(=S)N/N=C/c1ccc(OCc2ccccc2Cl)cc1
→ 0.0	-0.6	-6	1	3.0	90	1	-10	-16	-0.9	-6
- COc1ccc(CSC2=NCCN2)cc1Cl
→ 0.9	0.9	15	17	-0.9	122	19	-9	5	2.2	0
- O=C(c1cccnc1)N1N=C2CCCCCC2C1(O)C(F)(F)F (centres undefined)
→ 7.0	3.9	35	-6	0.3	104	37	5	-2	4.5	-2
- Cc1cc(C(=O)N2CCCc3ccccc32)ccc1[N+](=O)[O-]
→ 2.5	-1.6	-10	-20	-1.4	104	-6	1	8	0.1	-1
- Cc1cccc(NC(=O)c2cnn(C)c2)c1C
→ 6.8	1.4	13	9	-0.7	98	6	5	4	2.0	10
- CCOc1cc2[nH]c(=S)n(Cc3ccc(C(=O)NCCCN(CC)CC)cc3)c(=O)c2cc1OCC
→ 0.5	-3.3	58	1	-3.0	99	3	-7	14	0.8	-11
- COCCN(C(=O)/C=C/c1cccc([N+](=O)[O-])c1)c1c(N)n(Cc2ccccc2)c(=O)[nH]c1=O
→ -1.7	-2.1	11	2	-3.4	101	36	-5	18	0.6	9
- CCc1ccc(OCC(=O)NNC(=O)c2cc(S(=O)(=O)N3CCOCC3)ccc2N2CCCC2)cc1
→ -1.5	-0.2	16	nt	-1.8	97	-5	-6	7	0.2	1
- O=C(CSc1cn(Cc2ccccc2)c2ccccc12)Nc1nccs1
→ 1.8	-1.5	6	16	2.5	80	6	5	-14	1.4	1
- COc1ccc(/C=C(\NC(=O)c2ccccc2)C(=O)NCc2ccco2)cc1
→ 2.5	-0.4	15	-52	0.8	83	2	-2	-6	0.8	-5
- COc1cc(SC#N)ccc1N=Cc1c(C)[nH]n(-c2ccc(Cl)cc2)c1=O
→ 1.8	-1.4	-5	-36	1.3	97	0	-2	-6	2.0	-9
- Cc1nn(Cc2cccc(C(=O)N3CCCC(C)C3)c2)c(C)c1[N+](=O)[O-] (centres undefined)
→ 1.4	-1.6	-1	18	-0.3	99	3	5	2	1.3	8
- CCCc1nnc(NC(=O)CCC(=O)N2CCN(Cc3ccc(F)cc3)CC2)s1
→ 0.2	0.8	-16	-24	2.3	101	2	12	-12	-1.8	-7
- CCc1cc2c(=O)[nH]c(N3CCOCC3)nc2s1
→ 1.0	-1.4	-9	-7	-1.5	91	5	5	9	1.7	-9
- Cc1cc(Br)ccc1OCCCCNCCO
→ -0.7	-0.1	-13	nt	-0.6	106	2	6	3	2.6	-3
- Cc1c(Cl)cc(C(C)C)c(O)c1CN1CCOCC1
→ nt	nt	nt	2	7.9	nt	12	-6	-39	2.4	-4
- COc1ccc(C(CNC(=O)C(C)Oc2ccc(Br)cc2)N2CCOCC2)cc1 (centres undefined)
→ 3.6	-2.1	-17	3	-2.4	112	-15	2	15	1.4	1
- O=C(CN1C(=O)NC2(CCCC2)C1=O)OCc1ccccc1F
→ 0.2	-1.9	37	8	-3.5	103	-8	2	13	0.7	8
- O=C(Nc1nccc(-c2cccs2)n1)c1ccccc1Cl
→ 0.7	-0.4	-6	-13	-2.5	100	-8	0	13	4.3	5
- Cc1noc(C)c1C(=O)OCC(=O)N(C)C1(C#N)CCCCC1
→ 0.1	-0.7	-4	-1	-3.9	nt	-2	1	15	2.1	-11
- CCC(C)N(C(=O)Cn1nnc(-c2ccc(Cl)cc2)n1)C1CCS(=O)(=O)C1 (centres undefined)
→ 0.6	0.3	264	5	-1.4	99	52	-3	9	1.5	8
- COc1ccc(Cl)c(NC(=O)Nc2c(C)n(-c3ccccc3)c(=O)n2C)c1
→ 1.9	-3.6	-16	17	-4.1	99	19	5	17	1.4	-4
- CSC(=S)N(C)C1CCS(=O)(=O)C1 (centres undefined)
→ 5.6	0.6	-8	-5	-0.7	100	-20	8	3	3.3	-2
- CC(C)(CCl)C(=O)Nc1ccc(C(F)(F)F)cc1
→ 0.9	0.2	-15	-30	-2.8	105	10	1	13	3.2	-19
- CCOC(=O)C1CCN(S(=O)(=O)c2ccc(C(=O)OC)cc2)CC1
→ 2.2	-2.9	7	1	0.8	102	9	-1	-5	3.5	-1
- O=C(CNC(=S)N(Cc1ccc(F)cc1)C1CCCCC1)NC1CC1
→ 1.3	-0.2	5	nt	0.7	97	-4	7	-4	-0.6	8
- CC(Sc1nc2ccccc2s1)C(=O)NC1CCCc2ccccc21 (centres undefined)
→ 1.2	-1.0	-10	-44	-3.0	131	25	8	16	4.2	0
- Fc1ccc(NC(=S)NCc2ccc3c(c2)OCO3)cc1
→ -2.1	-1.1	2	3	-0.1	98	-7	-6	1	1.2	-3
- Cc1cc(C)cc(C(=O)N2CC(=O)Nc3ccccc32)c1
→ 0.3	0.2	-6	10	0.0	103	-3	7	0	0.8	5
- Cc1cccc(C)c1N(C(=O)c1ccco1)C(C(=O)NC1CCCC1)c1ccncc1 (centres undefined)
→ -1.1	-0.4	11	55	1.1	nt	4	-3	-8	0.9	1
- COc1ccc(N2CCN(C(CNC(=O)CC(C)(C)C)c3ccc4c(c3)OCO4)CC2)cc1 (centres undefined)
→ 1.1	-2.1	-18	-17	-1.7	nt	-10	0	9	0.3	-4
- O=C(O)CN1CCN(CC(=O)O)CCN(CC(=O)O)CCN(CC(=O)O)CC1
→ -2.9	0.3	-3	-22	-0.6	115	6	-4	4	3.2	9
- CCN(CC)c1ccc(NC(=O)Nc2ccccc2C(F)(F)F)cc1
→ 3.0	2.0	-10	1	8.9	102	9	-2	-48	1.3	6
- CCCCc1nnc(NC(=O)c2ccc(S(=O)(=O)N3CCOCC3)cc2)s1
→ -0.8	-2.0	181	2	0.4	nt	0	5	-2	3.2	-4
- COC(=O)CNC(=O)c1ccccc1
→ 2.2	0.2	-22	24	-3.5	107	3	-4	18	0.1	-5
- COC(=O)c1c(-c2ccco2)csc1NC(=O)C1CC=CCC1C(=O)O (centres undefined)
→ 1.6	0.4	-8	-18	-1.0	110	12	-16	5	2.2	-6
- COc1ccc(Br)cc1S(=O)(=O)NCCN1CCOCC1
→ 1.2	0.1	-9	-61	-0.7	102	5	-5	3	2.9	-1
- Cc1ccc2nc(SCC(=O)Nc3cc(C)on3)c(C)cc2c1
→ 4.1	0.3	39	-24	2.4	122	22	-6	-20	0.2	7
- CN(C)CCNc1nc2c(c(=O)[nH]c(=O)n2C)n1CC(O)COc1ccc(Cl)cc1 (centres undefined)
→ 0.4	1.7	-4	18	1.3	103	5	-5	-8	2.3	-1
- CCCC(C)C(=O)Nc1ccncc1 (centres undefined)
→ 1.9	-0.2	-2	nt	-0.2	94	11	-7	1	1.2	-4
- COc1ccccc1C(=O)N1CCN(C2CCN(Cc3ccccc3)CC2)CC1
→ 1.0	-0.8	4	12	-1.1	93	-1	-3	6	0.9	9
- COc1ccc(CN(Cc2cccnc2)S(=O)(=O)c2ccc(-n3cnnn3)c(C)c2)cc1OC
→ -0.4	1.0	-11	0	-0.1	103	43	17	1	0.2	1
- Cc1ccc(-c2cc(C(=O)N/N=C/c3ccc(Cl)cc3)n[nH]2)o1
→ 3.2	-1.4	0	5	0.7	nt	1	3	-5	1.7	-10
- CSc1nnc(C)c(=O)n1COC(=O)COc1ccc(Cl)cc1
→ 2.0	-0.6	-4	3	-2.2	98	-5	-1	12	0.5	-7
- O=C1c2ccccc2C(Nc2ccc3c(c2)OCCO3)N1Cc1ccccc1 (centres undefined)
→ 5.3	2.1	-10	6	-2.3	103	6	8	12	nt	-1
- Cc1ccc(C)c(OCC(=O)Nc2nonc2NC(=O)COc2cc(C)ccc2C)c1
→ 2.4	-2.5	34	-108	4.7	nt	-5	-2	-28	3.0	-3
- CCOC(=O)C[n+]1c(C)csc1C
→ 0.3	1.3	96	-5	-1.4	97	8	3	8	4.8	0
- Nc1cccc(CCc2ccncc2)c1
→ 2.9	-0.4	38	0	-2.1	127	6	-8	10	1.1	7
- O=C1NC2=C(C(=O)CCC2)C(c2ccc3ncccc3c2)N1 (centres undefined)
→ 1.4	1.1	-7	12	-3.1	99	10	-13	18	3.3	-7
- Cn1c2ccc(Cl)cc2c2nc3ccccc3nc21
→ 1.8	-1.4	-10	-32	4.0	93	19	-6	-22	0.5	0
